From PubChem BioAssay
Luc counter = Counterscreen for Luciferase (Kinase-Glo TM) Inhibition | Luciferin 4-monooxygenase (Photuris pensylvanica), Q27757 | Kinase-Glo luciferase, ATP luminescence, 8 min | Potency, µM (highest dose often 38.3 µM), for the others: at the top dose activity change, negative = inhibition, hits mostly inhibitors | 0.28% of 200,000 active | AID 1379, 2008; further: on the % scale 0 is the no-effect control and ±100 the full control effect; nearly all actives have a fitted effect of over 60% in size
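Kinase-Glo luciferase light output from ATP and luciferin was measured with 10 uM ATP, within the enzyme's linear range. Buffer: 50 mM imidazole pH 7.2, 50 mM KCl, 7 mM MgCl2, 0.01% Tween 20, 0.05% BSA; luminescence read after 8 min at ambient temperature.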
L3MBTL1 inh = qHTS Assay for the Inhibitors of L3MBTL1 | Potency, µM (top dose mostly 57.1 µM), inactives show top-dose activity, negative = inhibition, hits mostly inhibitors | AlphaScreen L3MBTL1–H3K9me1 peptide binding | 0.66% of 230,000 active | Lethal(3)malignant brain tumor-like protein 1 (Homo sapiens), Q9Y468; further: on the % scale 0 is the no-effect control and ±100 the full control effect; nearly all actives have a fitted effect of over 60% in size
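AlphaScreen proximity signal between nickel-chelate acceptor and streptavidin donor beads (final 10 ug/mL) reports binding of 50 nM L3MBTL1 to 75 nM biotin-H3 K9me1 peptide; complex incubated with compounds 30 min at room temperature; cefsulodin titration as control.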
Tau ThT inhib = qHTS for Inhibitors of Tau Fibril Formation, Thioflavin T Binding. Microtubule-associated protein tau (Homo sapiens), P10636. recombinant tau K18 P301L, heparin-induced fibrillization, ThT fluorescence. Potency, µM (highest dose often 57.4 µM), for inactives: at the highest dose activity, negative = inhibition, hits mostly inhibitors. 2.1% of 270,000 active; further: on the % scale 0 is the no-effect control and ±100 the full control effect; nearly all actives have a fitted effect of over 55% in size
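Using a mix of unlabeled (15 uM) and Alexa 594-labeled (0.24 uM) tau K18 P301L, heparin-triggered fibrillization over 6 hr at 37 C was scored by ThT fluorescence.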
LMNA splice mod = qHTS Assay for Modulators of Lamin A Splicing; HeLa LMNA splicing GFP/RFP minigene ratio, 48 h; Potency, µM (top dose mostly 46.1 µM), for the others: at the highest dose ratio change, negative = inhibition, most hits filed as inhibitors; 0.01% of 200,000 active; active means well fitted inhibition curve with a large enough effect in the signal ratio, with a control signal flat, not every such curve was filed as active; inconclusive means small, poorly fitted or top-dose-only effect, or effect the other way, or a change in a side signal; the % refers to the signal ratio; further: on the % scale 0 is the no-effect control and ±100 the full control effect
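S3 HeLa stable clones carrying a lamin A-EGFP splicing minigene plus DsRed2 were seeded at 600 cells/well in Opti-MEM with 2% FBS, pin-dosed and incubated 48 h at 37°C. Acumen cytometry (488 nm) gave the GFP/RFP total-intensity ratio.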
SMN2 splice enh = qHTS Assay for Enhancers of SMN2 Splice Variant Expression | HEK293 SMN2-luciferase splicing reporter, luminescence, 30-36 h | Potency, µM (highest dose often 46.1 µM), without a hit: at the top dose activity change, positive = activation, usual class: activators | 2.8% of 210,000 active | AID 1458, 2008; further: % of control where 0% means no effect; nearly all actives have a fitted effect of over 55% in size
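HEK293 cells carry an SMN2 minigene-luciferase reporter in which exon 7 inclusion puts luciferase in frame. Cells were seeded at 2000 cells/well, attached for 10-12 hours, then exposed to compounds for 30-36 hours at 37C before ONE-Glo luminescence.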
ALDH1A1 inh = qHTS Assay for Inhibitors of Aldehyde Dehydrogenase 1 (ALDH1A1); Purified ALDH1A1, NADH fluorescence, propionaldehyde substrate; Potency, µM (series often up to 75.3 µM), for the others: top-dose activity, negative = inhibition, usual class: inhibitors; 7.3% of 220,000 active; AID 1030, 2008; active means well fitted inhibition curve with a large enough effect, not every such curve was filed as active; inconclusive means small, poorly fitted or top-dose-only effect, or another doubt; inactive means no such curve, though single readings can be large or run the other way;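 further: plate controls were no enzyme wells and a reference inhibitor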
JMJD2E inh = qHTS Assay for Inhibitors of Human Jumonji Domain Containing 2E (JMJD2E) | Lysine-specific demethylase 4E (Homo sapiens), B2RXH2 | JMJD2E catalytic domain, FDH-coupled NADH fluorescence (FDH is formaldehyde dehydrogenase) | Potency, µM (series often up to 57.1 µM), for the others: at the top dose activity change, negative = inhibition, actives largely listed as inhibitors | 1.6% of 230,000 active; active means well fitted inhibition curve with a large enough effect, not every such curve was filed as active; inconclusive means small, poorly fitted or top-dose-only effect, or another doubt; inactive means no such curve, though single readings can be large or run the other way;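 further: 0% = wells with enzyme and -100% = buffer wells without enzyme; nearly all actives have a fitted effect of over 50% in size; many of its hits are not listed in these tables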
Target sequence (B2RXH2 1-337 limits assumed): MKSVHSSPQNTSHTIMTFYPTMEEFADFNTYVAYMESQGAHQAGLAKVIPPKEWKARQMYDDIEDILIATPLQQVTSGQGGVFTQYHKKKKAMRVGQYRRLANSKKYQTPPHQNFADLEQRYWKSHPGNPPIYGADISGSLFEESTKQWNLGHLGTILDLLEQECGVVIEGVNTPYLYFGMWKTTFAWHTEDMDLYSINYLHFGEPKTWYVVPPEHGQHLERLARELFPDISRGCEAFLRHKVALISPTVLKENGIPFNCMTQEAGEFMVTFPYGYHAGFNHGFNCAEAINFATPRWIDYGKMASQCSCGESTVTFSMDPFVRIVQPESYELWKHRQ
RECQ1 inh = qHTS Assay for Inhibitors of RecQ-Like Dna Helicase 1 (RECQ1). ATP-dependent DNA helicase Q1 (Homo sapiens), P46063. RECQ1 DNA unwinding, red fluorescence kinetic read. Potency, µM (titrated, usually from 57.3 µM), for the others: at the top dose activity, negative = inhibition, usual class: inhibitors. 0.54% of 240,000 active. AID 2549, 2010;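 further: plate controls were vehicle for no effect and no enzyme for full effect; nearly all actives have a fitted effect of over 30% in size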
Target sequence (P46063 whole entry, looked up): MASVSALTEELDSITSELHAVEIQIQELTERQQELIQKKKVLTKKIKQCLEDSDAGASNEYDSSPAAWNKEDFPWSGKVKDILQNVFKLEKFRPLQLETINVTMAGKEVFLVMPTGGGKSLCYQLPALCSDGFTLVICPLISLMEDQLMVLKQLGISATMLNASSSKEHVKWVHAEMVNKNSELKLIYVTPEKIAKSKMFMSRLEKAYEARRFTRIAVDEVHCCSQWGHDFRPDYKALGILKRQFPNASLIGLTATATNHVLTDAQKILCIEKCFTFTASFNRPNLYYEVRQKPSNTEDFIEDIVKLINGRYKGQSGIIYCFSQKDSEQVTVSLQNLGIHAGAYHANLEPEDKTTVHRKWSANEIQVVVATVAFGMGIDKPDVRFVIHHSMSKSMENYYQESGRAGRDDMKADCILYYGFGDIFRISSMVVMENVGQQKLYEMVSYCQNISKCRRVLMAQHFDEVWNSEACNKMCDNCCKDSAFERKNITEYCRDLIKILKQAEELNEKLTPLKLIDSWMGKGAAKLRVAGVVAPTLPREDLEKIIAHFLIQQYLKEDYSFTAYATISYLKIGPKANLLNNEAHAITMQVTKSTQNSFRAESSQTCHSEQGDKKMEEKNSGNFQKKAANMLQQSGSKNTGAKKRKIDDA
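RECQ1T1 50 nM; forked duplex (20 bp + 30-nt ss tails) 200 nM, ATP 2 mM final; pH 8.0, 2 mM MgCl2, 2.5 ug/ml poly(dI-dC); 15 min compound preincubation; discontinuous kinetic read over 2 h at RT.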
* marks the source's active call; other numbers are inactive results; i = inactive; ? = inconclusive; nt = no result given; & = joins results of further samples; [ ] = another dose, or the depositor's remark. Unless noted, the call rests on the fitted dose curve; in most records, active means well fitted curve in the direction sought with a large enough effect; inconclusive means small, poorly fitted or top-dose-only effect, or another doubt; inactive means no such curve, though single readings can be large; an effect the other way counts as inactive or inconclusive. Potency means the concentration at half of the fitted maximal effect. This is a subset; count on the stated rates, not on these rows.

SMILES	Luc counter	L3MBTL1 inh	Tau ThT inhib	LMNA splice mod	SMN2 splice enh	ALDH1A1 inh	JMJD2E inh	RECQ1 inh
O=C(NCc1cccnc1)C1CCCN(S(=O)(=O)c2ccc(Cl)cc2)C1 (stereo unspecified)	-1%	-3%	5%	3%	-38%[inhibitor]	-8%	1%	-9%
C/C=C/C(=O)OCC(=O)Nc1cccc(F)c1	0%	9%	-3%	?	6%	-6%	4%	-3%
Cc1cccc(/C=N/Nc2nncc3ccccc23)c1	?	-21%	?	19%[46 µM]	2.5µM*	0%	?	i
O=S(=O)(NCc1ccco1)c1cnc(Cl)c(Br)c1	-5%	0%	-6%	2%	3%	22µM*	-9%	0%
Nc1ccc(N2CCN(c3ccc(Cl)c(Cl)c3)CC2)cc1	-2%	?	16µM*	?	-34%[inhibitor]	-15%	-8%	-6%
NS(=O)(=O)c1cccc(NC(=O)CCS(=O)(=O)c2ccc(Cl)cc2)c1	6%	-10%	-1%	nt	-11%	-3%	-1%	i
O=C(Nc1ccon1)c1ccc(Br)o1	0%	-2%	-9%	-7%	-1%	4%	1%	i
O=CN1CCCN(Cc2nc(-c3cccc(Cl)c3)no2)CC1	3%	6%	-1%	nt	nt	4%	-4%	1%
Cc1cc(C)cc(N(C(=O)c2cccs2)C2C=CS(=O)(=O)C2)c1 (stereo unspecified)	2%	nt	-8%	nt	24%	7%	-6%	-4%
CCCCc1ccc(-c2csc(/C(C#N)=C\c3ccc(C)o3)n2)cc1	-9%	-6%	?	12%	-16%	7%	-28%	-18%
COc1cc(NC(=S)NCCCN2CCOCC2)cc(OC)c1	-2%	0%	14%	2%	-16%	-1%	3%	i
Cc1ccc(C(=O)NCCn2cc(SCC(=O)Nc3cc(C)on3)c3ccccc32)cc1	-1%	nt	?	-8%	-66%[inhibitor]	13µM*	3%	-13%
Cc1ccccc1/C=C/C(=O)N1CCOCC1	-26%	5%	-6%	nt	nt	3%	-5%	-1%
NS(=O)(=O)c1cccc(NC(=O)CCSc2ccccc2Cl)c1	-4%	3%	7%	-3%	?	-7%	4%	-5%
Cc1c(CNC(=O)c2cnn3c2NC(c2ccccc2)CC3C(F)(F)F)cnn1C (stereo unspecified)	0%	8%	0%	-1%	6%	0%	2%	i
CCCn1c(SCC(=O)N2CCCc3ccccc32)nnc1-c1ccco1	1%	-2%	-4%	10%	-8%	?	5%	0%
CCCN(/C=N/c1sc2c(c1C#N)CCCCC2)CCC	-2%	0%	-13%	9%	7%	?	-1%	3%
CN(C)c1ccc(CNC2C3CC4CC(C3)CC2C4)cc1 (stereo unspecified)	-1%	-5%	-12%	0%	4%	-12%	-5%	2%
O=C(COC(=O)c1cccnc1Cl)Nc1ncc(Cl)cc1Cl	1%	nt	-5%	21%[46 µM]	2%	3%	-5%	i
COc1cc(/C=C/c2ccc3cccc(OC)c3n2)c(OC(C)=O)c([N+](=O)[O-])c1	-1%	nt	2.8µM*	?	-65%[inhibitor]	14%	-6%	-2%
O=C(N/N=C/c1ccc(Cl)cc1)C1CC12CCC2 (stereo unspecified)	3%	nt	-1%	nt	nt	5%	0%	-4%
COc1ccc(S(=O)(=O)Nc2ccccn2)cc1C	0%	-1%	2%	nt	nt	?	?	-2%
CCn1cc(C(=O)NCCCOC)c(=O)c2cc(S(=O)(=O)N(C)C)ccc21	2%	0%	-2%	?	-6%	-10%	2%	3%
Cc1nc(Nc2cccc(C(C)O)c2)c2nnn(Cc3ccc(F)cc3)c2n1 (stereo unspecified)	-3%	0%	-4%	11%[46 µM]	nt	-1%	-1%	-8%
CCOC(=O)C(CCCCOc1ccc([N+](=O)[O-])cc1)C(=O)OCC	1%	13%	?	3%[0.0737 µM]	-6%	-10%	6%	-4%
COc1ccc(CN(C)CC(=O)Nc2cccc(S(N)(=O)=O)c2)c(OC)c1OC	0%	-2%	1%	nt	-40%[inhibitor]	-8%	10%	-18%
CC1Cc2nc(SCC(N)=O)n(C)c(=O)c2S1 (stereo unspecified)	0%	6%	-3%	-7%	13%	1%	-8%	-6%
O=C(Cc1ccccc1)NCc1ccc2c(c1)OCO2	2%	nt	-9%	11%	11%	-6%	2%	-1%
CC1CCN(c2[nH]c(=S)c(C#N)c3c2CCCC3)CC1	-6%	-6%	-20%	9%	-10%	10µM*	?	3%
CCOC(=O)Cc1csc(NC(=O)c2cccs2)n1	-6%	8%	-15%	-18%	-4%	3%	10%	-4%
Cc1cccc(CN2CCN(c3nc4nonc4nc3NC3CC3)CC2)c1	nt	-10%	-7%	nt	nt	16µM*	-3%	i
Cc1cc(C(=O)N/N=C/c2cccnc2)c(C)o1	-9%	-3%	-14%	-4%	-6%	6%	-6%	i
Cc1ccccc1OCC(=O)NN1Cc2ccccc2C1=N	5%	nt	-3%	4%	11%	5%	-4%	-1%
CC(C)(C)c1[nH]nc2c1C(C1C=CCCC1)C(C#N)=C(N)O2 (stereo unspecified)	7%	nt	-3%	-6%	-13%	?	8%	-7%
Cc1cc(=O)[nH]c(SCC(=O)NCCc2ccccc2)n1	-3%	nt	-9%	10%	4%	6%	-4%	-4%
CC(=O)N1CCN(c2ccc(NC(=O)C(C)Oc3ccc(Cl)cc3Cl)cc2)CC1 (stereo unspecified)	5%	nt	?	9%	6%	?	-11%	-9%

Structures shown so far containing bromine:
SMILES	Luc counter	L3MBTL1 inh	Tau ThT inhib	LMNA splice mod	SMN2 splice enh	ALDH1A1 inh	JMJD2E inh	RECQ1 inh
O=S(=O)(NCc1ccco1)c1cnc(Cl)c(Br)c1	-5%	0%	-6%	2%	3%	22µM*	-9%	0%
O=C(Nc1ccon1)c1ccc(Br)o1	0%	-2%	-9%	-7%	-1%	4%	1%	i

The results go on:
SMILES	Luc counter	L3MBTL1 inh	Tau ThT inhib	LMNA splice mod	SMN2 splice enh	ALDH1A1 inh	JMJD2E inh	RECQ1 inh
COc1ccc(C(=O)O/N=C(\C)c2cnccn2)cc1	-14%	3%[11.4 µM]	-17%	-8%[46 µM]	7%	1%	19%	i
C(=C/c1ccnc2nc(SC/C=C/c3ccccc3)nn12)/c1ccccc1	-2%	3%	-13%	-11%	-55%[inhibitor]	-14%	-15%	3%
Cc1csc(NC(=O)c2ccc(C)o2)n1	-18%	-12%	-11%	6%	nt	-4%	-2%	-2%
Cc1cc(C)cc(OCC(=O)Nc2cccc(-c3nc4ncccc4o3)c2)c1	4%	-3%	-11%	-6%	1%	3%	?	-12%
COCCN(CCOC)C(=O)COC(=O)c1ccc(Cl)c(S(=O)(=O)N(C)c2ccccc2)c1	6%	nt	-5%	?	-4%	9%	-15%	-6%
C=CCn1c(Oc2ccccc2)nc2c1c(=O)n(C)c(=O)n2C	2%	2%	0%	?	-13%	-2%	-4%	i
C(=C\c1ccco1)/C1=NN(c2ccccc2)C(c2ccco2)C1 (stereo unspecified)	-1%	21%	?	?	-10%	?	?	-17%
CCc1nnc(NC(=O)c2ccc(S(=O)(=O)N(CC)Cc3ccccc3)cc2)o1	nt	3%	?	-25%	nt	18µM*	-18%	i
Cc1c(C(=O)NC(=S)NCc2cccnc2)oc2ccccc12	-1%	-3%	2%	18%[46 µM]	-5%	1%	10%	i
Cc1ccc(S(=O)(=O)c2c(C)cc(C)nc2Oc2cccc(C(F)(F)F)c2)cc1	1%	7%	-15%	6%	-13%	?	-9%	-13%
COCCOC(=O)C1=C(C)N(c2ccccc2)C(=S)NC1c1ccccc1C(F)(F)F (stereo unspecified)	-6%	-24%	-4%	-14%[9.22 µM]	-15%	6%	-12%	-9%
CCOC(=O)C1=C(C)N(c2ccccc2)C(=O)/C1=C\c1ccco1	0%	?	?	5%	-4%	11µM*	5%	i
S=C(NC1CCCC1)N1CCN(c2ccc(Cl)cc2)CC1	-3%	-24%	?	-10%[46 µM]	-22%	-3%	-9%	i
C=CCC(CC=C)(NC(=O)c1ccccc1)c1ccccc1	1%	6%	2%	3%	-5%	-1%	5%	-9%
CNc1nccc(-c2ccc(Cl)cc2)c1C#N	0%	15%	-13%	?	-2%	?	?	-7%
CCOC(=O)Cc1nnc(NC(=O)CSc2ccc(Cl)cc2)s1	1%	4%	-9%	-3%	5%	13%	-9%	4%
CN(C)C(=O)CN(c1ccc2c(c1)OCO2)S(C)(=O)=O	-1%	-2%	9%	22%	?	9%	-6%	-9%
Cc1ccc(N(C(=O)CCC(=O)Nc2nccs2)C(C(=O)NC(C)(C)C)c2ccc(O)cc2)cc1 (stereo unspecified)	1%	10%	1%	nt	-4%	5%	2%	i
CCCCNC(c1ccccc1)c1ccncc1 (stereo unspecified)	-1%	nt	-9%	7%	-1%	?	3%	i
Cn1c2c(c(=O)n(C)c1=O)C(c1ccccc1Cl)CC(=O)N2 (stereo unspecified)	0%	nt	-9%	14%	-1%	7%	3%	-2%
COc1ccc(/C=C2\CCn3c2nc2cc(C(=O)O)ccc2c3=O)cc1O	0%	?	-3%	-1%	10%	22µM*	4%	-9%
C=CCc1cc(OC)ccc1OCC(O)CN1CCN(c2ccc(OC)cc2)CC1 (stereo unspecified)	1%&-1%	-18%&-6%	?	-2%	-30%&-16%	-7%&2%	-8%&-2%	-18%&-6%
Cn1c(=O)cc(SCC(=O)Nc2ccccn2)c2ccccc21	nt	6%	-9%	0%	nt	3%	-9%	3%
Cc1nnc(N(C)C(=O)c2ccccn2)s1	-2%	6%	4%	3%	-7%	12%	4%	-9%
